Compound activity (PubChem BioAssay)
Tb hexokinase = T. brucei hexokinase 1 inhibition. recombinant TbHK1, G6PDH-coupled NADH A340. inhibition, % at 10 µM. actives 0.11% (n = 220,000). AID 1430;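 active = inhibition of 50% or more in the single-dose primary screen; inactive = inhibition below 50%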
L929 necroptosis = blocks zVAD induced death of L929 cells; L929 zVAD necroptosis rescue, ATP luminescence, 24 h; with zVAD 60 µM; actives 0.38% (n = 220,000); viability rescue, % at 10 µM;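 active = activation, scaled between plate controls, above about 75%, limit read from the data; inactive = activation under that limit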;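 also: 0% = zVAD with DMSO and 100% = DMSO alone without zVAD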
p47phox inh = p47phox (human) inhibition | P14598 | p47phox/p22phox peptide binding, fluorescence polarization, 2 h | inhibition, % at 24.7 µM | actives 0.53% (n = 220,000) | AID 1274;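 active = inhibition above about 30%, limit read from the data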;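 also: 0% = p47phox with labelled peptide and 100% = labelled peptide alone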
Target sequence (P14598 whole entry, looked up): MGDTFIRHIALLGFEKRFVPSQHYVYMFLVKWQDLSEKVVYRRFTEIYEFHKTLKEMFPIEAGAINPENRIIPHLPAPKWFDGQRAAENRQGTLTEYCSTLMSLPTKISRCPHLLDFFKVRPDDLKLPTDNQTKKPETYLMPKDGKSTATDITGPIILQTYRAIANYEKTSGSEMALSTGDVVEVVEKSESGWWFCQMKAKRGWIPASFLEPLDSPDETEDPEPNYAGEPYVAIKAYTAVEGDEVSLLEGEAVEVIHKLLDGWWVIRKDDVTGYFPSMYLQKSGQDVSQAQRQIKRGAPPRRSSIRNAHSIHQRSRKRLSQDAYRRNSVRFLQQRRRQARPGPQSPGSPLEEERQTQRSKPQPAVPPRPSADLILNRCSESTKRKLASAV
Runt-SMMHC FRET = inhibitors of human RUNX1 Runt domain binding to CBFb-SMMHC; Q01196+Q13951; Cerulean-Runt/Venus-CBFb-SMMHC FRET ratio 530/480, 1 h; inhibition, % at 20 µM; actives 0.74% (n = 220,000); AID 1434;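 active = mean inhibition across duplicate retests at 20 µM reaching about 50%, limit read from the data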;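 also: 0% = DMSO wells and 100% = wells with excess untagged CBFb-SMMHC; inhibitors lower the FRET ratio by blocking Runt binding to CBFb-SMMHC; some results filed as inactive read as strong as hits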
Hck-Nef inh = human Hck-Nef kinase inhibition; inhibition, % at 20 µM; Recombinant Hck-YEEI plus Nef, Z-Lyte FRET kinase assay; P08631; actives 0.68% (n = 220,000);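 active = Hck-Nef kinase inhibition above about 50%, limit read from the data; inactive = inhibition below that limit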;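 also: 0% = DMSO with Hck plus Nef and 100% = Hck alone without Nef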
Runt-CBFb FRET = blocks binding of human RUNX1 Runt domain to CBFb | inhibition, % at 20 µM | Cerulean-Runt/Venus-CBFb FRET ratio 530/480, 1 h | AID 1496 | Q01196+Q13951 | actives 0.46% (n = 220,000);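 active = inhibition over about 50% at 20 µM in the single-dose screen, limit read from the data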;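 also: 0% = DMSO wells and 100% = excess unlabeled CBFb competitor control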
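Assay system: Cerulean-tagged RUNX1 Runt domain (FRET donor) fusion protein / Amount: 100 nM each of Venus-CBFb and Cerulean-Runt domain / Medium: Tris buffer pH 7.5 with salts and BSA / Also added: Venus-CBFb 100 nM / Schedule: 1 h complex formation plus 1 h compound treatment, room temperature / Signal: FRET fluorescence / Read-out: loss of energy transfer signal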
MDM2 E3 inh = Mdm2 E3 ligase (human) inhibition | Q00987 | cell-based MDM2 ubiquitination luciferase reporter, 2 h; 0 = plate control, 100 = twice control, blank-subtracted | signal enhancement, % at 5 µM | actives 0.11% (n = 210,000) | AID 1230;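 active = signal enhancement of 30% or more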;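 also: luminescence tracks abundance of the self-degrading MDM2-luciferase fusion protein; higher signal means inhibition of MDM2 E3 ligase activity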
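Buffer or medium: Cells held in DMEM | Assay system: Stable mammalian line carrying autodegrading MDM2–luciferase fusion reporter | Quantity: 2000 cells/well | Times: 4 h settle plus 2 h compound, 37 °C | Doses: One concentration, 5 µM, with 0.2% DMSO | Technique: Luminescence with SteadyLite reagent, 15 min at room temperature | Benchmarks: Plate controls and plate blanks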
14-3-3 Bad PPI = disrupts binding of bovine 14-3-3 zeta to phospho-Bad peptide. P63103. TR-FRET 14-3-3zeta/Dy647-pBad peptide displacement, 1 h. inhibition, % at 21.7 µM. actives 0.71% (n = 220,000). AID 781;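 active = inhibition above about 70%, limit read from the data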;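 also: 0% = full 14-3-3 plus peptide FRET controls and 100% = background without 14-3-3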
Target sequence (P63103 whole entry, looked up): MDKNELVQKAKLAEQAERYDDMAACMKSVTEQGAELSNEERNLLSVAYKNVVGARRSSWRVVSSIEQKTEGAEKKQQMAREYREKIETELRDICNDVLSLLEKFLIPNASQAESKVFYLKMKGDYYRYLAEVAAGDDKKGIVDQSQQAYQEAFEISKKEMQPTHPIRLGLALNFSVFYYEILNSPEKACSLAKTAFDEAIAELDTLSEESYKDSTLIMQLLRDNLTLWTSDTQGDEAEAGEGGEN
EBV gp42 block = EBV gp42 inhibition; Q1HVG2; Fluorescence polarization binding assay, mP read-out; inhibition, % (tested at 21.74 µM); actives 0.42% (n = 220,000); AID 1085; in the data active = inhibition above about 50%
Target sequence (Q1HVG2 whole entry, looked up): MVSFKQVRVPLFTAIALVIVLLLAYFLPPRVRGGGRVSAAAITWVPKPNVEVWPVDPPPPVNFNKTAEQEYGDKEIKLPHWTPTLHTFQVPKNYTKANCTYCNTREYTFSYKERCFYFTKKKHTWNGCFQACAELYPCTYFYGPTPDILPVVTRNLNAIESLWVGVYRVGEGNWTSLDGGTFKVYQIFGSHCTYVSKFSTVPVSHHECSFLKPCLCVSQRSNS
* hit, by the source's call; nt = no result given; [ ] = remark or other dose. Rows are unselected; overall some 3.2% were active at least once.

smiles	Tb hexokinase	L929 necroptosis	p47phox inh	Runt-SMMHC FRET	Hck-Nef inh	Runt-CBFb FRET	MDM2 E3 inh	14-3-3 Bad PPI	EBV gp42 block
CCOP(=O)(O)c1cccc(OCCOCCOc2cccc(P(=O)(O)OCC)c2)c1	10	-0.4	-2	-2	17	1	-3	22	-20
CCNc1ccc(C(=O)OCC)cc1NC(=O)c1cccc(N(C)C)c1	-1	-0.8	1	4	0	-2	10	-10	-5
CCCCC(O)(CCCC)C(=O)NN(C(=O)OCC)c1ccccc1	-7	1.6	-74	0	1	2	-21	3	-8
COC(=O)[C@H](Cc1ccccc1)NC(=O)NCc1ccc(C)cc1	-5	1.9	-9	-6	11	0	-13	4	1
COc1ccc(-c2csc(NC(=O)CN3C(=O)CCC3=O)n2)c(OC)c1	-4	0.6	-43	1	2	-2	0	1	1
COc1ccc(N(CC(O)Cn2c3ccccc3c3ccccc32)S(=O)(=O)c2ccccc2)cc1 (centres undefined)	-4	-0.2	-19	2	-2	-1	-5	-7	15
CCn1c(SCC(=O)N(Cc2ccccc2)C2CCS(=O)(=O)C2)nc2ccccc2c1=O (centres undefined)	-17	-0.1	1	0	3	-2	-7	-12[fluorescence artefact?]	6
Cc1ccc(NC(=O)c2ccc(NCCc3ccccc3)c([N+](=O)[O-])c2)cc1F	33	0.0	-50	-14	-2	-4	-11	14	-112
CC(=O)c1c(C)nc2cc(Cl)ccc2c1N	-10	1.3	4	1	9	1	-4	4	-16
O=S(=O)(NCC1CCCO1)c1cc(Cl)ccc1Br (centres undefined)	2	0.1	-14	2	0	2	-3	4[fluorescence artefact?]	-5
O=C(CCC1CCCN(C(=O)Cc2cccc(F)c2)C1)N1CCN(c2ccccn2)CC1 (centres undefined)	-2	-0.1	-3	-1	22	1	-11	-1	1
CS(=O)(=O)N1CCc2cc(S(=O)(=O)NCCNS(=O)(=O)c3ccc4c(c3)CCN4S(C)(=O)=O)ccc21	-1	1.5	1	1	18	0	3	1	-16
CCOC(=O)CCNC(=O)N1CCCC(C(=O)c2ccccc2SC)C1 (centres undefined)	2	-0.3	-5	8	14	-2	7	6	-6
Cc1cc2cc(C)c3nnc(SCC(=O)Nc4ccc(S(=O)(=O)N5CCCCC5)cc4)n3c2cc1C	1	0.1	29	-4	4	-3	-9	16	-14
CCCn1c(C)cc(C(=O)CN2C(=O)c3cccc(N)c3C2=O)c1C	-2	1.0	-12	57*	0	19	-11	5	0
Cc1cc(C)cc(OCCCOc2cccc3cccnc23)c1	-1	1.3	-5	-5	1	-4	-11	-1	-10
COc1ccc(/C=C/C(=O)O)cc1S(=O)(=O)NCC1CCCO1 (centres undefined)	-8	0.2	-11	-2	15	1	0	-1	-1
Cc1cc(NC(=O)c2ccc3c(c2)C(=O)N(Cc2cccnc2)C3=O)no1	-1	-1.0	-5	-8	-7	-2	-6	4	-9
COc1cccc(Nc2ccc(Nc3cccc(OC)c3)nn2)c1	-2	72	-7	1	2	1	-19	10	8
Cc1cc(C)cc(OCC(=O)O/N=C(\N)c2ccccn2)c1	-4	-0.8	2	-4	0	-2	-27	-4	-17
O=C(CN1CCN(S(=O)(=O)c2ccc(F)cc2)CC1)c1ccc(O)c(O)c1	-26	1.7	4	14	4	6	-26	-8	1
CCc1nc(SCC(=O)NCC2CCCO2)c2oc3ccccc3c2n1 (centres undefined)	2	0.0	-1	0	1	1	-30	4	-19
O=C(c1ccc2c(c1)N(Cc1ccccc1)C(=O)CS2)N1CCOCC1	0	-0.3	-2	-5	1	-2	3	-3	-21
CC1CCN(C(=O)c2cc(-c3ccc(Cl)c(Cl)c3)on2)CC1	1	-0.7	-11	-3	0	-6	-1	0	-14
Cc1ccc(-n2c(C)nn(Cc3ccc([N+](=O)[O-])cc3)c2=O)cc1	0	3.4	-17	-1	0	-1	-22	-12	-17
O=S(=O)(NN=C1CCCCCCC1)c1ccc(Br)cc1	1	0.5	-9	3	9	0	-2	-8	-15
CCOC(=O)c1c(C)[nH]c(C(=O)C(C)OC(=O)c2cccc(OCc3c(C)noc3C)c2)c1C (centres undefined)	-15	0.5	-19	-1	2	nt	1	0[fluorescence artefact?]	-28
C=C1CCN([C@H](C(=O)Nc2ccc(OC)cc2)C(C)C)S(=O)(=O)c2ccccc21	-1	0.0	0	-2	15	0	-3	-3	-6
CCOP(=O)(OCC)C(Nc1cccc([N+](=O)[O-])c1)c1ccc(OC)cc1 (centres undefined)	-13	0.0	4	3	16	1	0	-6	-28
COc1cccc(CNC(=S)NC2CCCC2)c1	-2	0.2	-18	1	-2	-1	-10	1	0
CS(=O)(=O)N(CC(=O)N/N=C/c1ccccn1)c1ccc(Oc2ccccc2)cc1	-11	-0.8	-5	-2	4	-1	-20	-15	-5
COc1ccccc1NC(=O)CNC(=O)c1ccccc1C	-6	0.4	7	0	-1	1	-7	-8	-5
CNC(=O)c1c(NC(=O)c2ccc(N3C(=O)CCC3=O)cc2)sc2c1CCCC2	-18	2.4	-15	0	17	1	13	-3	0
COc1cccc(OCCCN2CCCCC2)c1	-2	0.3	-11	-6	2	-2	-24	-1[fluorescence artefact?]	-1
CCNc1nc(NCC)n2c(SCC(=O)c3ccccc3F)nnc2n1	-2	3.0	-6	4	3	3	9	-12	-9
CC(c1ccccc1)n1c(-c2ccncc2)n[nH]c1=S (centres undefined)	-3	0.0	4	3	0	4	7	23	-12
CCCN1C(=O)S/C(=C/c2ccc(N3CCOCC3)o2)C1=O	-12	0.2	-260	-191	-16	0	-7	3	-269
CCn1c(SCC(=O)NNC(=O)Cc2ccccc2)nnc1-c1ccccc1	12	-0.6	-3	-29	0	-10	-5	6[fluorescence artefact?]	-14
CNCc1ccccc1Sc1ccc(O)c(O)c1	18	0.2	-5	12	18	34	12	-11	-16
CC(=O)c1cccc(CN2CCN(CC=C(C)C)C(CCO)C2)c1 (centres undefined)	-6	-0.1	4	4	3	0	-5	-3	-8
Cc1[nH]c(=O)[nH]c(=O)c1/C=N/NC(=O)[C@H](C)NC(=O)OC(C)(C)C	-8	1.9	-11	-1	0	-1	-19	6	-26
N=c1c2c(ncn1CCCO)Oc1c(ccc3ccccc13)C2c1ccccc1 (centres undefined)	-14	-1.2	11	0	1	2	-26	-1	-3
CC(C)(C)S(=O)(=O)c1c(C(=O)O)cccc1C(=O)O	-2	-0.4	5	-5	0	-1	-12	31	-11
Cc1n[nH]c(C)c1CCN(C)Cc1cn(C)nc1-c1ccc2c(c1)OCCO2	-3	0.4	0	2	16	0	-9	-2	5
CCO[C@@H]1OC(C(=O)Nc2ccccc2)=C[C@H](c2ccc3c(c2)OCO3)[C@H]1CCCO	-6	0.6	-10	0	-1	1	nt	5	-11
CCOC(=O)NNS(=O)(=O)c1cc(Br)ccc1Br	-4	3.4	5	-2	22	0	-17	-17	0
COc1ccccc1C1CCN(c2cc(O)ccc2[N+](=O)[O-])CC1	-15	1.3	-8	-7	2	-3	-16	2	-13
NNC(=O)C(=O)Nc1ccc(Cl)c(Cl)c1	-9	1.1	-7	-3	14	-1	-12	6	-15
CC(C)c1[nH]nc2c1C(Cc1ccccc1)C(C#N)=C(N)O2 (centres undefined)	41	0.3	-11	2	2	-3	-25	-6	-8
Cc1cc(C)n(-c2nnc(NC(C)(C)C)nn2)n1	25	nt	-14	4	-8	-2	-7	3	-8
COc1ccccc1N1CCN(C(=O)/C=C/c2cccc([N+](=O)[O-])c2)CC1	-6	0.6	3	-9	4	-1	-5	-2	-11
Cc1cc(/C=N\NC(=O)c2cccs2)c(C)n1-c1ccc2ncccc2c1	-30	0.6	-21	-6	6	3	-16	0	-24
O=C1Nc2ccccc2C(O)(C(=O)NCc2ccco2)N1c1ccc(Cl)cc1 (centres undefined)	0	-0.8	-5	2	-8	0	-1	-13[fluorescence artefact?]	-7
COc1ccc(NCC(=O)Nc2ccc(Br)cc2F)c(OC)c1	-8	-0.2	-1	0	4	3	3	-1	-6
Cc1cccc(C)c1NC(=O)CN(c1ccccn1)S(=O)(=O)c1ccccc1	-14	5.4	1	0	21	2	20	6	-2
COC(=O)[C@@]1(Cc2ccccc2)[C@H]2c3cc(C(=O)N4CCCC4)n(CCSCCO)c3C[C@H]2CN1C(=O)c1ccccc1	-7	-1.0	-14	4	2	-5	nt	-6	6
CC1=C(C#N)C(NC(=O)C2CC2)(C(F)(F)F)C(=O)N1 (centres undefined)	4	-0.4	-1	-2	5	0	-10	3	-18
CC(C)(C)c1ccc(S(=O)(=O)NCc2ccc(C(=O)NCc3ccccn3)cc2)cc1	-4	3.3	1	-5	-1	-6	-27	-1	1
CC(C)CCNC(=O)c1c(CSc2ccccc2)noc1C(=O)NCc1ccccc1	-8	-0.7	2	-3	18	1	-13	0	-22
CC(C)(C)c1csc(NC(=O)Cn2cnc3ccccc3c2=O)n1	3	0.9	6	14	11	28	-8	16	-23

New compounds follow.
smiles	Tb hexokinase	L929 necroptosis	p47phox inh	Runt-SMMHC FRET	Hck-Nef inh	Runt-CBFb FRET	MDM2 E3 inh	14-3-3 Bad PPI	EBV gp42 block
CCc1nc(N2CCN(C(=O)c3ccccc3)CC2)c2c3c(sc2n1)CCCC3	-4	31	-5	-1	16	-1	-6	-8	12
COc1cc2c(cc1OC)C1=C(C#N)COCN1CC2	-21	1.6	-1	3	3	3	-4	19	-8
Cc1cc(C)nc(SCC(=O)Nc2ncc(Cc3cccc(Cl)c3)s2)n1	-3	0.8	-11	2	1	-2	-6	6	1
CCCCS(=O)CC(O)COCC (centres undefined)	2	0.7	-2	-6	-24	1	-2	-20[fluorescence artefact?]	-17
COc1ccc(OC)c(S(=O)(=O)N2CCC(C(=O)NCC3CCCO3)CC2)c1 (centres undefined)	2	0.7	-2	2	0	0	-23	3	-3

A second format for some results above:
> O=S(=O)(NCC1CCCO1)c1cc(Cl)ccc1Br (centres undefined)
- Tb hexokinase = 2
- L929 necroptosis = 0.1
- p47phox inh = -14
- Runt-SMMHC FRET = 2
- Hck-Nef inh = 0
- Runt-CBFb FRET = 2
- MDM2 E3 inh = -3
- 14-3-3 Bad PPI = 4[fluorescence artefact?]
- EBV gp42 block = -5
> CCCCC(O)(CCCC)C(=O)NN(C(=O)OCC)c1ccccc1
- Tb hexokinase = -7
- L929 necroptosis = 1.6
- p47phox inh = -74
- Runt-SMMHC FRET = 0
- Hck-Nef inh = 1
- Runt-CBFb FRET = 2
- MDM2 E3 inh = -21
- 14-3-3 Bad PPI = 3
- EBV gp42 block = -8
> COc1cccc(OCCCN2CCCCC2)c1
- Tb hexokinase = -2
- L929 necroptosis = 0.3
- p47phox inh = -11
- Runt-SMMHC FRET = -6
- Hck-Nef inh = 2
- Runt-CBFb FRET = -2
- MDM2 E3 inh = -24
- 14-3-3 Bad PPI = -1[fluorescence artefact?]
- EBV gp42 block = -1
